Screening results (PubChem)
HSF-1 act – HSF-1 activators, primary screen, NIH3T3-HGL cells, MG132 stress, luminescence, single point; activation, % at 9 µM; 300,000 compounds, 1.7% hits; NIH3T3-HGL HSF-1 luciferase reporter, 8 h; 100% = twice DMSO control signal;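 active = mean replicate activation of at least 50% with a set share of replicates each reaching 50%; inconclusive = only one of those two conditions met; inactive = mean below 50% and too few replicates reaching it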;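 also: 0% = median of the neutral control wells and 100% = twice that signal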
HSF1 inh – HSF1 inhibitors in luciferase reporter cells, primary screen, cell-based, NIH3T3, luminescence. NIH3T3-HGL HSE-luciferase, MG132-induced, luminescence 8 h; hits give low values. activity change, negative = inhibition, % at 7.5 µM (by protocol). 300,000 compounds, 0.77% hits. AID 2098, 2009;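 active = more than half of replicate wells show activity change below -50%, luminescence cut by over half; inconclusive = some wells, but at most half, below -50%; inactive = no replicate well below -50%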;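 also: luciferase reports HSF-1 transcriptional activity via heat shock element; 0% = median of DMSO wells and -100% = zero luminescence signal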
HIF activator – HIF pathway transcriptional activators, primary screen, cell-based, U2OS HRE-luciferase, luminescence. AID 1910, 2009. U2OS HRE-luciferase reporter; normalized: DMSO 0%, desferrioxamine 100%. activation, % at 7.5 µM (by protocol). 300,000 compounds, 0.32% hits;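 active = mean activation of at least 10% of the iron chelator positive control signal, with at least half of replicates also reaching 10%; inconclusive = mean and replicate majority disagree about reaching 10%; inactive = mean and most replicates under 10%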
KLF5 inh – KLF5 expression inhibitors, primary screen, DLD-1 cells, luminescence. AID 1700, 2009. inhibition, % at 5 µM. DLD-1 KLF5 promoter-luciferase reporter. 290,000 compounds, 0.23% hits;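 active = inhibition above a per-plate limit of that plate's mean compound inhibition plus 3 SD, cut at about 60% in these data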;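 also: 0% = DMSO wells and 100% = LY294002 at 200 µM; higher means less KLF5 promoter-driven luciferase light; inactives centre near -14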
aSyn UTR inh – MLPCN primary screen, SNCA 5' untranslated region. alpha-synuclein 5'UTR reporter, inhibitor activity. AID 1813, 2009. 300,000 compounds, 0.82% hits. inhibition, % (tested at 7.5 µM); in the data active = inhibition above about 60%; inconclusive = no clear call, values can overlap the other calls;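 also: H4 neuroglioblastoma cells stably carrying SNCA 5'UTR luciferase fusion; 0% = DMSO wells and 100% = positive control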
AI-2 QS mod – Vibrio harveyi AI-2 quorum sensing modulators, primary screen, JMH597 strain, luminescence/OD600 ratio. Vibrio harveyi JMH597 AI-2 luminescence/OD600 ratio, 9 h; hits give low values; strain lacks LuxN and CqsS sensors; 0 = neutral-control median. activity change, % at 7.5 µM. 300,000 compounds, 0.4% hits; in the data active = activity change below about -75%, passing the limit was not always enough; inconclusive = no clear call, values can overlap the other calls;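 also: luminescence divided by OD600 gain over 9 h not by final OD600 alone; inactives centre near 13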
IEC-6 cytotox – cytotoxicity in IEC-6 intestinal epithelial cells, primary screen, cytotoxicity control for KLF5 inhibitor project, cell-based, luminescence. 290,000 compounds, 0.78% hits. inhibition, % at 5 µM. IEC-6 cytotoxicity, luminescence viability. AID 1825, 2009; in the data active = inhibition above about 22%;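 also: 0% = plate median of test compound wells and 100% = cytotoxic reference compound wells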
HSP90 inh – HSP90 inhibitors, primary screen, cell lysate, luminescence; Rabbit reticulocyte lysate, luciferase refolding luminescence, 3 h; inhibition, % at 5.6 µM; 290,000 compounds, 0.91% hits; Heat shock protein HSP 90 (rabbit reticulocyte lysate; luciferase refolding);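 active = inhibition above the screen-wide mean plus 3 SD, computed separately per campaign, cut at about 16% in these data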;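 also: 0% = DMSO wells and 100% = 60 µM geldanamycin wells; inhibitors lower the luminescence because luciferase stays unfolded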
GSK3B inh – human GSK3beta kinase inhibitors, primary screen, biochemical, cell-free homogeneous, HTS; Glycogen synthase kinase-3 beta (Homo sapiens), P49841; 300,000 compounds, 0.038% hits; GST-GSK3beta kinase, ADP-Glo luminescence, 60 min; hits give low values; activity score (negative = inhibition), % at 10 µM;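 active = more than half of replicate wells score below -50%, meaning over 50% inhibition versus plate controls; inconclusive = some replicates but at most half score below -50%; inactive = no replicate scores below -50%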;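 also: 0% = median DMSO wells and -100% = median GW8510 positive control wells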
Target sequence (P49841 whole entry, looked up): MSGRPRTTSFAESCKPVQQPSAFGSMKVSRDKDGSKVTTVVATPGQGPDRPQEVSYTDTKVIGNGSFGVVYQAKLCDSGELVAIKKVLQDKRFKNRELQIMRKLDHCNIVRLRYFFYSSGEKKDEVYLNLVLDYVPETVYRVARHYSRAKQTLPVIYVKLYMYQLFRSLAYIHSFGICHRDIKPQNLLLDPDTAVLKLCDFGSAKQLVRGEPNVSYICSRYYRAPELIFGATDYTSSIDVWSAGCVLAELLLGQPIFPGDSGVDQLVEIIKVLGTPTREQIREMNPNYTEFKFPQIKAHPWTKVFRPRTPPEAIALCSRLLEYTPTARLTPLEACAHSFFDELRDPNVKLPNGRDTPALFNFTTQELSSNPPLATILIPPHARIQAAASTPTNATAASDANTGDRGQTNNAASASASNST
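Assay system: GST-tagged human GSK3beta kinase, cell-free; Input: 1.6 ng GSK3beta; Medium: Tris/MgCl2 kinase buffer; Timing: 60 min enzyme reaction, room temperature; Signal: ADP-Glo luminescence quantifying ADP generated by kinase; Evaluation: score relative to plate controls; Benchmarks: DMSO neutral wells and GW8510 at 20 µM as positive.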
GSK3A inh – blockers of GSK3A enzyme activity – biochemical, luminescence, cell-free homogeneous, HTS, primary screen. GSK-3 alpha kinase, ADP-Glo luminescence, 60 min. 320,000 compounds, 0.1% hits. Glycogen synthase kinase-3 alpha (Homo sapiens), P49840. inhibition, % at 10 µM. AID 2650, 2010;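 in the data active = inhibition above about 50%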;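 also: GST-tagged GSK-3 alpha with peptide substrate and 25 µM ATP; 0% = DMSO neutral wells and 100% = GW8510 positive control wells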
Target sequence (P49840 whole entry, looked up): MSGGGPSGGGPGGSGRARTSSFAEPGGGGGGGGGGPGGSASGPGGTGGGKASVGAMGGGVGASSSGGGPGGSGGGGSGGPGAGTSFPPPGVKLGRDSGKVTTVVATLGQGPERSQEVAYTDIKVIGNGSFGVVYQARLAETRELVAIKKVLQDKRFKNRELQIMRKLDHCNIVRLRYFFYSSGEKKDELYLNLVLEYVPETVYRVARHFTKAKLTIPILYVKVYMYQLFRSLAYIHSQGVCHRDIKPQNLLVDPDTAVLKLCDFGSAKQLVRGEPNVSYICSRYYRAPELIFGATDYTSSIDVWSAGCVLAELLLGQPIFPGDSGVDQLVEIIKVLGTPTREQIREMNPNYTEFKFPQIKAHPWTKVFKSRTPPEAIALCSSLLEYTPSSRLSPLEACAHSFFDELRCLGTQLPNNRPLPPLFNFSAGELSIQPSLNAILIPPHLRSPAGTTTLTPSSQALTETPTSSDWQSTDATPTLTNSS
* = called active by the depositor; ? = inconclusive; · = not tested or not shown.

Structure | AI-2 QS mod | HSF-1 act | HIF activator | HSP90 inh | GSK3B inh | GSK3A inh | HSF1 inh | IEC-6 cytotox | aSyn UTR inh | KLF5 inh
Cc1ccc(SC(C)C(=O)Nc2ccncc2)cc1 (stereo unspecified) | 28 | 20 | 0.3 | 5 | 0 | · | -3 | 0 | -5 | -32
COc1ccc(CCN2CC(C(=O)N(C)CCn3nc(C)cc3C)CCC2=O)cc1 (stereo unspecified) | 25 | 2 | -0.3 | -4 | -1 | -2 | 0 | 0 | -15 | -6
O=C(CNC(=O)c1ccc(Br)o1)NCc1ccccc1 | 10 | -12 | 0.2 | 1 | -7 | -2 | -9 | 5 | -18 | -13
Cc1cccc(-n2c(SCC(=O)O)nc3sc4c(c3c2=O)CCC4)c1 | 26 | 7 | -0.1 | -4 | 1 | -6 | 3 | 4 | -3 | -10
Cc1nnc(SCC(=O)N2CCc3ccccc32)n1-c1ccccc1 | 10 | 11 | -0.2 | -2 | 3 | -1 | -4 | -1 | 20 | 26
O=S(=O)(N1CCCCC1)N1CCN(c2ccc(F)cc2)CC1 | 24 | -77 | -0.2 | -2 | 2 | -8 | -71* | -5 | 2 | -11
Cc1ccc(S(=O)(=O)N2CCN(CC(O)c3ccccc3)CC2)cc1 (stereo unspecified) | 13 | 6 | 0.0 | 0 | 2 | -1 | -13 | -4 | -8 | -17
Cc1cccc(N/N=C/c2ccc(C)s2)c1 | 35 | -4 | 7.0 | -1 | -1 | 0 | -5 | 0 | -180 | -56
Cc1ccc(NC(=O)CN(C)CC(=O)Nc2cccc(F)c2)cc1S(=O)(=O)N1CCCCCC1 | 20 | 4 | -0.5 | -2 | 2 | -3 | -8 | -6 | 11 | -24
COc1ccc(NC(=O)c2ccc(NC3=NC4CS(=O)(=O)CC4S3)cc2)cc1 (stereo unspecified) | 2 | -13 | 0.0 | -2 | 2 | 1 | -6 | -3 | 22 | -20

Carrying on.
Structure | AI-2 QS mod | HSF-1 act | HIF activator | HSP90 inh | GSK3B inh | GSK3A inh | HSF1 inh | IEC-6 cytotox | aSyn UTR inh | KLF5 inh
CC(=O)N1CC2([N+](=O)[O-])CN(C(C)=O)CC([N+](=O)[O-])(C1)C2(C)C | -3 | -8 | -0.7 | -2 | -1 | 0 | -4 | -6 | 23 | 4
COc1cc2c(cc1OC)C(=S)NC1(CCCC1)C2 | 9 | 16 | -0.2 | -1 | 1 | 9 | -4 | -6 | 12 | -37
CSCc1nnc(NC(=O)c2ccc(S(=O)(=O)N(C)C)cc2)o1 | 26 | 0 | -0.2 | -2 | 7 | · | -4 | -6 | -17 | -7
CCCNC(=O)c1ccccc1NS(=O)(=O)c1ccc2c(c1)OCCO2 | 54 | 4 | -0.1 | 0 | -4 | -2 | 3 | 5 | 10 | -15
CCn1c(SCC(=O)c2cc(C)ccc2C)nc2cc(S(=O)(=O)N3CCOCC3)ccc21 | 33 | 16 | ? | 1 | -1 | -1 | 8 | -4 | 16 | -18
Cc1ccnc(NC(=O)c2ccc(S(=O)(=O)NCc3ccco3)cc2)c1 | 13 | -12 | 3.0 | · | -3 | 0 | -4 | · | -56 | ·
CCN(Cc1ccncc1)C(=O)CCc1nnc(CCc2ccc(OC)cc2)o1 | 3 | 12 | 0.2 | 1 | -2 | -1 | 1 | -10 | 6 | -11
Cc1cccc(NC(=O)c2ccccc2-c2ccccc2)c1 | 1 | 4 | 0.0 | 4 | 0 | 0 | 4 | 0 | -5 | -21
CC(=O)N(c1ccccc1)c1nc(C)cc(C)c1C#N | -6 | 0 | -51 | 1 | 1 | -1 | 0 | 0 | 20 | -32
COc1cc(O)c(C(CC(=O)N2CCN(c3ccccc3)CC2)c2ccc(N(C)C)cc2)c(OC)c1 (stereo unspecified) | 31 | 19 | -0.4 | · | -1 | 0 | 14 | · | -28 | ·

A draw from above in order of heavy-atom count, largest number first.
Structure | AI-2 QS mod | HSF-1 act | HIF activator | HSP90 inh | GSK3B inh | GSK3A inh | HSF1 inh | IEC-6 cytotox | aSyn UTR inh | KLF5 inh
CCN(Cc1ccncc1)C(=O)CCc1nnc(CCc2ccc(OC)cc2)o1 | 3 | 12 | 0.2 | 1 | -2 | -1 | 1 | -10 | 6 | -11
COc1ccc(NC(=O)c2ccc(NC3=NC4CS(=O)(=O)CC4S3)cc2)cc1 (stereo unspecified) | 2 | -13 | 0.0 | -2 | 2 | 1 | -6 | -3 | 22 | -20
Cc1ccnc(NC(=O)c2ccc(S(=O)(=O)NCc3ccco3)cc2)c1 | 13 | -12 | 3.0 | · | -3 | 0 | -4 | · | -56 | ·
Cc1nnc(SCC(=O)N2CCc3ccccc32)n1-c1ccccc1 | 10 | 11 | -0.2 | -2 | 3 | -1 | -4 | -1 | 20 | 26
CSCc1nnc(NC(=O)c2ccc(S(=O)(=O)N(C)C)cc2)o1 | 26 | 0 | -0.2 | -2 | 7 | · | -4 | -6 | -17 | -7
O=S(=O)(N1CCCCC1)N1CCN(c2ccc(F)cc2)CC1 | 24 | -77 | -0.2 | -2 | 2 | -8 | -71* | -5 | 2 | -11
Cc1ccc(SC(C)C(=O)Nc2ccncc2)cc1 (stereo unspecified) | 28 | 20 | 0.3 | 5 | 0 | · | -3 | 0 | -5 | -32

(list continues)
Structure | AI-2 QS mod | HSF-1 act | HIF activator | HSP90 inh | GSK3B inh | GSK3A inh | HSF1 inh | IEC-6 cytotox | aSyn UTR inh | KLF5 inh
CCOc1ccc(CCNC(=O)C2CCN(c3nn4c(=O)cc(C)nc4s3)CC2)cc1OCC | 16 | -8 | -0.1 | 8 | -2 | 1 | 2 | -12 | 29 | -9
O=C1NC(Cc2ccccc2)C(=O)Nc2ccc(Br)cc21 (stereo unspecified) | 27 | 26 | -1.5 | 0 | 0 | -2 | 14 | 11 | -2 | 1
CCOC(=O)C1(C/C(C)=N/NC(N)=O)CC(C)(C)OC1=O (stereo unspecified) | 8 | -17 | -0.7 | 6 | 3 | 0 | -15 | -8 | 1 | 15
Nc1[nH]n2c(=O)cc(-c3ccccc3)nc2c1N=Nc1ccc(S(N)(=O)=O)cc1 | -3 | 20 | -0.5 | 0 | -1 | 3 | 1 | 3 | 11 | -36
COc1ccccc1N1CCN(C2CCCN(C(=O)CCc3cnccn3)C2)CC1 (stereo unspecified) | 7 | 11 | -0.2 | -1 | 2 | -2 | 3 | 9 | 17 | -7
O=C(NN(C(=O)C1CC1)c1nc2ccccc2s1)C1CC1 | 6 | 12 | 0.2 | -7 | 0 | 1 | 7 | -10 | -19 | -26
O=C(COC(=O)c1cccs1)Nc1nnc(-c2ccccc2)o1 | 102 | 1 | -0.4 | · | 3 | -5 | 0 | · | -6 | ·
O=C(Cc1n[nH]c(=O)c2ccccc12)NCc1ccccn1 | 12 | -20 | 1.5 | 0 | 2 | 1 | 3 | 10 | -5 | -20
CC(C)Cn1c(CN(C)Cc2ccccc2)nc2c1c(=O)n(C)c(=O)n2C | 23 | -6 | -0.1 | 0 | 2 | -1 | -4 | 5 | -29 | -17
CC1CCCCC1NC(=O)CSc1nncn1N (stereo unspecified) | 16 | 3 | -0.5 | 4 | 0 | 1 | -7 | 6 | 16 | 2

Later entries
Structure | AI-2 QS mod | HSF-1 act | HIF activator | HSP90 inh | GSK3B inh | GSK3A inh | HSF1 inh | IEC-6 cytotox | aSyn UTR inh | KLF5 inh
COC(=O)CSc1nnc(-c2ccc(S(=O)(=O)NCc3cccs3)cc2)o1 | 41 | · | -0.2 | 0 | 0 | · | · | 1 | 4 | -22
COC(=O)CCCCC1SCC(NC(=O)OC)C1NC(=O)OC (stereo unspecified) | 5 | -5 | 0.1 | 4 | 3 | · | -11 | 2 | 9 | -15
COc1ccc(Cl)cc1Nc1nc(-c2sc(NC(=O)c3ccccc3)nc2C)cs1 | -2 | 9 | 1.6 | 40* | 1 | 4 | 5 | -4 | -34 | -30
CC1(C)CC(=O)C=C(NCCc2ccccc2)C1 | 8 | -5 | 0.4 | 1 | -1 | 0 | -1 | -3 | -12 | -48
COc1ccccc1CNC(=O)CCS(=O)(=O)c1ccc2c(c1)CCCN2C(C)=O | -16 | 10 | -9.9 | 1 | 2 | -1 | -5 | 0 | 16 | -14
Cc1cccc(C=Nc2ccc3c(c2)oc2ccccc23)c1O | 6 | -40 | 2.0 | 0 | 2 | -2 | -35 | -1 | -166 | -65
CCC(=O)N1c2ccc(S(=O)(=O)NCc3ccco3)cc2CC1C (stereo unspecified) | 4 | 38 | -0.1 | 0 | 4 | 2 | 13 | 4 | -3 | -10
COC(=O)c1ccc(Cn2nnc3c(=O)[nH]c(C4CCN(S(=O)(=O)c5cc(C)ccc5C)CC4)nc32)cc1 | 10 | 18 | 0.3 | 6 | 1 | · | 8 | 0 | 22 | -4
S=C(NCC1CCCO1)Nc1ccccc1 (stereo unspecified) | 20 | 8 | -0.1 | -3 | 0 | 0 | -9 | -4 | 14 | -38
O=C(O)C1CCN(c2ccc(S(=O)(=O)N3CCC(C(=O)O)CC3)cc2[N+](=O)[O-])CC1 | 19 | 6 | 0.0 | 3 | -8 | -3 | -3 | 0 | -4 | -25

(listing goes on)
Structure | AI-2 QS mod | HSF-1 act | HIF activator | HSP90 inh | GSK3B inh | GSK3A inh | HSF1 inh | IEC-6 cytotox | aSyn UTR inh | KLF5 inh
Cc1ccc(N(CC(=O)N/N=C/c2cc(C)n(-c3ccccc3)c2C)S(C)(=O)=O)c(C)c1 | 3 | · | · | 3 | 2 | -6 | · | -3 | · | 9
Cc1ccccc1NC(=O)NNC(=O)COc1ccc2ccccc2c1 | 6 | -6 | 0.1 | 1 | 0 | -1 | -1 | -2 | -4 | -21
CCC(C)NC(=O)c1ccccc1NC(=O)C(C)N(c1ccccc1)S(C)(=O)=O (stereo unspecified) | 4 | 8 | 0.3 | 2 | 2 | 0 | 2 | 4 | 7 | 22
CN(C)C(=O)c1cc(S(=O)(=O)N(C)C)c(Cl)cc1N1CCCC1 | 10 | -5 | -0.4 | -1 | -3 | -2 | -8 | -15 | -3 | -18
Cc1ccnc2nc(C(=O)NCCc3ccc(F)cc3)nn12 | 27 | -3 | -0.1 | 0 | 3 | 1 | -1 | -3 | 2 | -44
CCCCc1c(C)c2ccc(OC)c(/C(C)=N\O)c2oc1=O | 11 | -6 | 0.5 | -2 | 0 | -1 | 1 | -5 | -3 | -31
